TCR-CD3 inh: blocks the human TCR-CD3 interaction | TAMRA-labeled TCR probe fluorescence, biochemical | inhibition, % at 9.4 µM | hit rate 0.37% among 360,000; in the data active = inhibition above about 19%;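 note: recombinant mutant TCR 2C K166C tagged with TAMRA read by polarization; 0% = receptor in buffer alone and 100% = receptor with positive control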
MBD2 DNA inh: inhibitors of human MBD2 binding to methylated oligonucleotide; hit rate 0.31% among 370,000; inhibition, % at 4.4 µM; TR-FRET; Q9UBB5; in the data active = inhibition above about 13%
Target sequence (Q9UBB5 whole entry, looked up): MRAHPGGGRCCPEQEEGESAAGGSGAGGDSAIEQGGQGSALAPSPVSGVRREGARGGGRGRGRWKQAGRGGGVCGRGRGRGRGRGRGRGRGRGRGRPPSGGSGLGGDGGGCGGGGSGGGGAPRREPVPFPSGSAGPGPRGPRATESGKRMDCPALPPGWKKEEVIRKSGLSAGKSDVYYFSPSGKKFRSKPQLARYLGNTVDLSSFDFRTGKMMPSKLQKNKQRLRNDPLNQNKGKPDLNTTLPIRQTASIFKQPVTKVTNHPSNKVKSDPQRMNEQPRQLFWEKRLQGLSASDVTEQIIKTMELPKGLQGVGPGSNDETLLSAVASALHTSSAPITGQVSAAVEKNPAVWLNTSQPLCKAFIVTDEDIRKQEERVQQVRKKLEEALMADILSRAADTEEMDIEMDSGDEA
HTRA1 inh: HTRA1 (human) protease inhibition | recombinant HTRA1, FP-rhodamine activity-based probe, fluorescence polarization | inhibition, % at 5.96 µM | hit rate 0.5% among 340,000; in the data active = inhibition above about 36%;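 note: 0% = enzyme with DMSO and 100% = wells lacking enzyme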
Target sequence (Q92743 whole entry, looked up): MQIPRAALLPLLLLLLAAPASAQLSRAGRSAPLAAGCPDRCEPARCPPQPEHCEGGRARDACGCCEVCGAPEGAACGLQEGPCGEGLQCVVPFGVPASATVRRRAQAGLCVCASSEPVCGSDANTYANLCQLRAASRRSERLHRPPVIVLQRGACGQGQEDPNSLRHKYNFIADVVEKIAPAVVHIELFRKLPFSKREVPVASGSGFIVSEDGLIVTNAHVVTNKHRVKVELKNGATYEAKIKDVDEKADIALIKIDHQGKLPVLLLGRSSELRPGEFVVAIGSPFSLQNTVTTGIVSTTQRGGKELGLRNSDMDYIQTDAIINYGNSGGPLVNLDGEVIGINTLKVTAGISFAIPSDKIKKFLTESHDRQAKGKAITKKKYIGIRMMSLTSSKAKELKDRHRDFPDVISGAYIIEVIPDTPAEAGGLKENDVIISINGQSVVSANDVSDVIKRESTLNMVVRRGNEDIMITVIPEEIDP
GC-B act: GC-B (human) receptor activation. AID 1920062. activation, % at 10 µM. HEK293-GC-B cells, CNP EC30, cGMP TR-FRET; 0% at EC30 CNP, 100% saturating CNP. hit rate 0.11% among 370,000;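 active = activation at 10 µM reaching about 35% in either raw or pattern-adjusted values, limit read from the data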
UHRF1 binding: UHRF1 methyl-DNA binding inhibition; hit rate 0.75% among 370,000; inhibition, % at 4.4 µM; AID 687016; UHRF1 binding to methylated oligo, TR-FRET; Q96T88; in the data active = inhibition above about 21%;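 note: UHRF1 SRA domain binding a hemimethylated CpG hairpin DNA probe; 0% = median of test compound wells and 100% = reference inhibitor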
SIAE inh: blocks human sialic acid acetylesterase; Q9HAT2; SIAE FP-Rh probe binding, fluorescence polarization; inhibition, % at 9.66 µM; hit rate 0.69% among 370,000; AID 1053197;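 active = inhibition above a cutoff: mean of compounds within the control limits plus 3 SD of those, cut at about 17% in these data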;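 note: 0% = plate median of compound wells and 100% = probe without SIAE protein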
rCAG RNA binder: r(CAG) repeat RNA binding | TO-PRO-1 dye displacement fluorescence | inhibition, % at 3 µM | hit rate 1.3% among 370,000 | AID 651821;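 active = inhibition above the plate cutoff, the mean of all test compounds on that plate plus 3 SD, cut at about 35% in these data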;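 note: 0% = DMSO alone and 100% = 100 µM mitoxantrone as full dye displacement; higher means more dye released from RNA so lower well fluorescence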
GC-A act: GC-A (human) enzyme activation | P16066 | HEK293 GC-A cells, cGMP TR-FRET, EC30 ANP; 0% at EC30 ANP, 100% saturating ANP | activation, % at 10 µM | hit rate 0.14% among 370,000; in the data active = activation above about 40%
PRMT1 inh: blocks human protein arginine methyltransferase 1 | Q99873 | recombinant PRMT1, activity-based probe fluorescence polarization | inhibition, % at 2.79 µM | hit rate 1.3% among 370,000;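 active = inhibition above about 21% made by adding two undisclosed values, limit read from the data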
mABHD4 FP: ABHD4 (mouse) inhibition, primary FP screen | hit rate 0.54% among 370,000 | Q8VD66 | inhibition, % at 8.92 µM | purified mABHD4, FP-Rh probe fluorescence polarization;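 active = inhibition exceeding the mean over every tested compound plus 3 SD, cut at about 30% in these data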;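 note: 0% = plate median of compound wells and 100% = S159A mutant with DMSO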
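Test system: mouse ABHD4 enzyme, wild type. Reagent: FP-Rh fluorescent activity-based probe, added after compound pre-incubation. Timing: pre-incubation 45 min, probe exposure 60 min, at 25 °C. Technique: FP readout, ex 525 nm / em 598 nm. Benchmarks: high control S159A mutant with DMSO, low control median of compound wells.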
Numbers without * were called inactive; . = no result given.

SMILES	TCR-CD3 inh	MBD2 DNA inh	HTRA1 inh	GC-B act	UHRF1 binding	SIAE inh	rCAG RNA binder	GC-A act	PRMT1 inh	mABHD4 FP
CCn1c(C(=O)O)c(CC(=O)Nc2cccc(C(F)(F)F)c2)c2ccccc21	-2.2	-2.1	-34.5	-2.2	2.5	-2.4	34.7*	0.5	1.1	-9.5
O=C(C[C@H]1C/C=C\C[C@@H](Cc2ccc(F)cc2)C(=O)OC[C@@H]2CCCN2C1=O)NCCO	2.1	-0.8	3.2	-4.6	-0.6	0.9	-8.3	-0.8	-2.4	8.5
Cc1nn(-c2ccccc2)c(C)c1NC(=O)COC(=O)c1ccc(S(=O)(=O)C(F)F)cc1	-4.2	1.6	1.5	1.6	0.6	-2.6	-4.1	4.8	3.0	0.8
Cc1ccc(S(=O)(=O)N2CCC(C(=O)OCC(=O)N3CCCCC3C)CC2)cc1C (centres undefined)	-0.6	-3.9	2.6	2.0	-0.4	-2.8	-8.1	2.9	0.0	-0.5
COCc1cccc(-c2cc(C(=O)OC)c3n(c2=O)CCC3)c1	.	-0.6	.	-1.6	-2.5	2.3	0.7	2.8	0.8	1.6
CCc1c(C)sc(NC(=O)c2noc(C)c2[N+](=O)[O-])c1C#N	-7.3	2.6	2.7	4.5	0.3	4.1	5.7	10.6	6.6	2.9
CCOC(=O)C1(CC2CC2)CCN(Cc2cnc(-c3ccccc3C)nc2)CC1	-6.9	-0.1	-7.1	1.6	2.0	-1.9	-7.5	-2.3	4.1	4.0
Cc1ccc(C(=O)NNC(=O)Cc2csc(-c3csc(C)n3)n2)cc1	-4.3	0.2	4.0	5.1	2.2	2.5	-5.3	1.5	-3.0	5.9
Cc1ccc(F)cc1CNC(=O)C1CCC(=O)N(CC2CCCCC2)C1 (centres undefined)	0.9	0.6	1.6	3.2	7.1	1.5	-6.8	6.5	1.9	8.4
Cc1cnc(NC(=O)c2cc3ccccc3o2)s1	8.8	-5.5	-1.9	-2.8	-0.3	-4.9	1.3	0.6	-1.3	-1.0
CC(CC(=O)N1CCN(c2cccc(Cl)c2)CC1)S(=O)(=O)c1ccc2c(c1)NC(=O)CO2 (centres undefined)	-1.5	2.3	2.4	-3.0	0.8	3.3	-3.8	-4.8	-3.3	4.4
C=CCN(CC#CC(=C)C)Cc1ccccc1	.	-2.2	.	2.3	0.4	-3.0	-1.7	-1.4	2.8	0.8
COc1cc(/C=C(\C#N)c2[nH]nc(N)c2C#N)cc(OC)c1O	-8.0	-11.9	-2.0	-1.5	-4.6	-30.1	4.6	-0.1	-2.3	17.4
COc1ccc(Cl)cc1NC(=O)COC(=O)/C=C/c1c(C)nn(C2CCS(=O)(=O)C2)c1Cl (centres undefined)	3.6	6.0	5.4	10.5	4.6	-4.7	11.5	6.3	2.2	-15.1
Cn1nc(C(C)(C)C)cc1C(=O)NCc1ccc(N2CCCC2=O)cc1	-6.2	2.1	-2.7	2.1	9.0	-5.5	-4.9	-2.4	2.5	-3.1
COC(=O)[C@@]12CCCCN1[C@H](c1ccc(-c3ccc(Cl)c(Cl)c3)c(OC)c1)[C@H]1C(=O)N(C)C(=O)[C@H]12	2.1	0.9	-7.4	-5.1	-0.2	-0.8	6.8	-1.1	-1.0	25.6
C/C(=N/NC(=O)c1cccc(Br)c1)C1CC2CCC1C2 (centres undefined)	-2.1	-0.4	-5.2	5.9	0.7	-0.8	2.3	2.8	-1.7	-6.5
COc1ccc2nc(SCC(=O)N3CCCCC3)c(C#N)cc2c1	5.0	-4.1	1.3	1.2	-1.2	-5.4	4.1	4.1	0.3	5.6
CCN(Cc1cc(=O)n2ccsc2n1)Cc1nc2cc(OC)c(OC)cc2c(=O)[nH]1	-3.0	0.9	0.5	0.9	-2.5	9.0	-1.6	0.2	-1.8	-2.7
C#CCn1c(S(=O)(=O)Cc2ccc(C)cc2)nc(-c2ccccc2)c1-c1ccccc1	1.7	4.3	-35.7	-12.6	-2.4	-0.8	-0.4	-16.7	-1.5	-18.1
COC(=O)[C@]12CCCCC=C1N(Cc1cccc3ccccc13)C(=O)[C@H](CC(=O)NCc1cccc(C(F)(F)F)c1)C2	-5.3	1.4	.	-3.1	-0.5	-12.6	7.8	-3.4	5.5	-19.8
Cc1ccc(-n2c(SCC(=O)Nc3ccc4c5c(cccc35)CC4)nc(O)c(C)c2=O)cc1	-1.7	2.5	2.7	-0.9	0.6	-0.5	51.2*	-1.1	36.6*	-0.5
Cc1nnc(SC(C)C(=O)Nc2ccc(S(=O)(=O)N3CCCCC3)cc2)s1 (centres undefined)	5.1	1.0	1.4	-0.9	0.2	-4.4	-0.8	-2.2	-1.0	-5.4
O=C(Nc1ccccc1)N1CCN(c2cccc(C(F)(F)F)c2)CC1	3.0	4.7	-6.2	-1.5	-3.3	-1.2	-3.7	-2.7	2.6	-5.8
COc1cccc(C(=O)N/N=C/c2ccc(OC)c(COc3ccccc3C(N)=O)c2)c1	1.6	-5.2	-30.8	-6.6	-4.8	-13.0	8.6	-10.3	1.1	-24.3

Further records follow.
SMILES	TCR-CD3 inh	MBD2 DNA inh	HTRA1 inh	GC-B act	UHRF1 binding	SIAE inh	rCAG RNA binder	GC-A act	PRMT1 inh	mABHD4 FP
Cc1ccc(CSCC(=O)N(C)CC(=O)Nc2ccccc2C(F)(F)F)cc1	-7.5	-0.5	0.0	3.6	2.0	4.3	-6.2	0.8	-3.7	-5.2
CCCN(Cc1ccccc1)S(=O)(=O)c1ccc(N2C(=O)CCC2=O)cc1	4.3	-0.6	-4.6	-1.9	-0.9	-4.9	-3.6	-0.5	-2.4	-5.2
COc1ccc2nc(SCCOC(=O)Nc3ccc(Cl)cc3)nc(C)c2c1	9.8	-3.5	-63.8	-2.7	-2.4	-13.2	1.6	-4.9	-2.7	-29.5
COC(=O)C1=NNC2(c3ccc(C)cc3)C(=O)N(c3cccc(C)c3C)C(=O)C12 (centres undefined)	-8.4	6.8	-4.8	1.6	3.8	-0.9	-7.5	0.6	4.2	-7.0
CCN(CC(=O)Nc1c(F)cccc1F)C(=O)CSC(=S)N1CCCC1	0.5	-3.4	2.3	-10.0	-3.4	-5.5	9.0	3.2	8.9	-7.4
CCOC(=O)c1ccccc1NC(=O)COC(=O)c1ccc(OCC(=O)N2CCOCC2)c(OCC)c1	8.2	-3.2	2.6	35.4*	-2.5	4.8	4.6	23.9	-0.8	0.7
O=C(O)c1ccccc1NSc1ccccc1[N+](=O)[O-]	2.4	-1.7	-8.0	1.3	-0.2	3.0	23.4	0.2	15.2	9.1
O=C(Nc1cccnc1)c1cccnc1Cl	-1.4	-0.4	8.0	2.3	-1.3	1.8	-0.6	1.2	0.1	6.2
COc1ccc(NC(=O)c2c[nH]c(=O)n(-c3ccc(C)c(C)c3)c2=O)cc1OC	-4.6	1.7	15.5	-5.7	0.0	-4.3	11.5	-5.3	0.3	-2.3
Nc1ccc(Cc2ccc(N)c(O)c2)cc1O	11.5	0.1	22.2	-10.6	-2.9	10.7	7.8	-12.3	-0.3	8.1
COc1ccc(OCCCC(=O)OC(C)C(=O)Nc2cccc(C(C)=O)c2)cc1 (centres undefined)	0.2	-0.9	-7.1	2.8	-0.2	0.0	-4.3	1.1	0.2	7.1
CCOC(=O)[C@H](O)[C@@H](O)c1cccc([C@H](O)[C@@H](O)C(=O)OCC)c1	-2.5	1.2	-1.9	6.7	3.3	-10.4	-1.7	4.4	0.1	4.8
CCOC(=O)C1=C(C)N=C2SC(CC)C(=O)N2C1c1cccc(F)c1 (centres undefined)	5.3	0.7	-8.9	-7.8	-0.8	6.3	-3.0	-5.2	3.3	-4.0
CC1(C)Oc2ccc(C(=O)NC3CCCC3)cc2N(CC(=O)NC2CCCC2)C1=O	-6.7	9.7	-2.0	4.5	6.3	1.8	1.6	5.0	3.4	-8.5
CC(C)CCN1CCN(Cc2cccc(-n3cccn3)c2)CC1CCO (centres undefined)	-1.3	-0.8	-0.3	2.4	-0.6	-3.1	-6.7	-1.3	-2.3	5.1
CNC(=O)CC1C(=O)N(c2ccc(Cl)cc2)C(=S)N1NC(=O)c1cccc(F)c1 (centres undefined)	3.8	-1.8	-2.5	6.0	-3.8	4.5	0.7	-4.6	-3.8	2.6
COc1ccc(Nc2nc3c(C)cccn3c(=O)c2C=O)cc1	2.6	3.5	1.9	-0.4	0.2	-4.1	-1.0	2.6	-3.2	0.8
Cc1ccccc1N1CCN(C2CCCN(C(=O)CCc3c(C)noc3C)C2)CC1 (centres undefined)	8.5	-4.7	1.9	-3.4	-1.6	2.6	-10.2	1.4	0.5	1.9
COc1cccc(CC(=O)N2CCCC(CO)(Cc3ccc(F)cc3F)C2)c1 (centres undefined)	-4.2	-0.3	-5.8	-10.2	-3.8	1.1	-5.1	-6.7	-0.6	-8.2
N/C(=N\OC(=O)c1ccco1)c1ccccc1	-4.7	2.6	5.3	4.2	1.1	-0.2	-3.0	6.1	2.2	4.4

A portion from further up, for reference:
SMILES	TCR-CD3 inh	MBD2 DNA inh	HTRA1 inh	GC-B act	UHRF1 binding	SIAE inh	rCAG RNA binder	GC-A act	PRMT1 inh	mABHD4 FP
CCn1c(C(=O)O)c(CC(=O)Nc2cccc(C(F)(F)F)c2)c2ccccc21	-2.2	-2.1	-34.5	-2.2	2.5	-2.4	34.7*	0.5	1.1	-9.5
O=C(C[C@H]1C/C=C\C[C@@H](Cc2ccc(F)cc2)C(=O)OC[C@@H]2CCCN2C1=O)NCCO	2.1	-0.8	3.2	-4.6	-0.6	0.9	-8.3	-0.8	-2.4	8.5
Cc1nn(-c2ccccc2)c(C)c1NC(=O)COC(=O)c1ccc(S(=O)(=O)C(F)F)cc1	-4.2	1.6	1.5	1.6	0.6	-2.6	-4.1	4.8	3.0	0.8
Cc1ccc(S(=O)(=O)N2CCC(C(=O)OCC(=O)N3CCCCC3C)CC2)cc1C (centres undefined)	-0.6	-3.9	2.6	2.0	-0.4	-2.8	-8.1	2.9	0.0	-0.5
COCc1cccc(-c2cc(C(=O)OC)c3n(c2=O)CCC3)c1	.	-0.6	.	-1.6	-2.5	2.3	0.7	2.8	0.8	1.6
CCc1c(C)sc(NC(=O)c2noc(C)c2[N+](=O)[O-])c1C#N	-7.3	2.6	2.7	4.5	0.3	4.1	5.7	10.6	6.6	2.9
CCOC(=O)C1(CC2CC2)CCN(Cc2cnc(-c3ccccc3C)nc2)CC1	-6.9	-0.1	-7.1	1.6	2.0	-1.9	-7.5	-2.3	4.1	4.0
Cc1ccc(C(=O)NNC(=O)Cc2csc(-c3csc(C)n3)n2)cc1	-4.3	0.2	4.0	5.1	2.2	2.5	-5.3	1.5	-3.0	5.9
Cc1ccc(F)cc1CNC(=O)C1CCC(=O)N(CC2CCCCC2)C1 (centres undefined)	0.9	0.6	1.6	3.2	7.1	1.5	-6.8	6.5	1.9	8.4
Cc1cnc(NC(=O)c2cc3ccccc3o2)s1	8.8	-5.5	-1.9	-2.8	-0.3	-4.9	1.3	0.6	-1.3	-1.0

A portion of the library, so the mix of outcomes need not match the whole.
